ARNT-TACC3 inh: disruptors of human ARNT/TACC3 interaction | Q9Y6A5 | AlphaScreen His-ARNT PAS-B/GST-TACC3 binding, luminescence; TACC3 fragment carries E629A point mutation | inhibition, % at 9.99 µM | 390,000 compounds, 0.66% hits | AID 623870;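 active = mean inhibition of replicates at least 50% and at least half of replicates each reaching 50%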;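 also: 0% = complete ARNT plus TACC3 wells and 100% = ARNT alone without TACC3; many hits fall short of the cut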
XiGFP reactiv: activators of X-chromosome reactivation in mouse fibroblasts; AID 743238; XiGFP mouse fibroblasts, % GFP-positive cells imaging, 3 d; cells co-treated with 5-aza-dC sensitizer; scaled so ellipticine positive control = 100%; 360,000 compounds, 0.055% hits; activation, % at 7.58 µM;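 active = mean normalized replicate activation at least 10% and every replicate at or above 10%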;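 also: 0% = median of on-plate neutral control wells and 100% = ellipticine 6 µM median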
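material = 68-5-11 XiGFP fibroblast line | medium = DMEM plus 5-aza-dC sensitizer | schedule = 3 days compound exposure | benchmarks = positive control ellipticine, 6 µM final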
F508del corr: CFTR F508del correction in bronchial cells. CFBE cells, YFP halide quenching; stimulated with forskolin plus potentiator P3; % fluorescence drop versus neutral controls. activity (quench increase), % at 7.58 µM. 350,000 compounds, 0.36% hits;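 active = mean added fluorescence quench of at least 8% versus neutral control, with both replicates also reaching 8%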;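 also: cells transiently co-express mutant CFTR-F508del with the halide-sensitive YFP; corrector assay measuring rescue of mutant channel to the surface after 24 h compound exposure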
RAD54 inh: inhibitors of human RAD54 branch migration; 360,000 compounds, 0.14% hits; Q92698; inhibition, % at 10.4 µM; RAD54 Holliday junction branch migration, FAM/BHQ fluorescence;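 active = mean normalized replicate activity at least 40 and at least half of replicates scoring 40 or more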;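 also: 0% = median of neutral control wells and 100% = median of positive control wells; inhibitors cause a drop in the FAM fluorescence signal; in these data hits start at about 50%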
Target sequence (Q92698 whole entry, looked up): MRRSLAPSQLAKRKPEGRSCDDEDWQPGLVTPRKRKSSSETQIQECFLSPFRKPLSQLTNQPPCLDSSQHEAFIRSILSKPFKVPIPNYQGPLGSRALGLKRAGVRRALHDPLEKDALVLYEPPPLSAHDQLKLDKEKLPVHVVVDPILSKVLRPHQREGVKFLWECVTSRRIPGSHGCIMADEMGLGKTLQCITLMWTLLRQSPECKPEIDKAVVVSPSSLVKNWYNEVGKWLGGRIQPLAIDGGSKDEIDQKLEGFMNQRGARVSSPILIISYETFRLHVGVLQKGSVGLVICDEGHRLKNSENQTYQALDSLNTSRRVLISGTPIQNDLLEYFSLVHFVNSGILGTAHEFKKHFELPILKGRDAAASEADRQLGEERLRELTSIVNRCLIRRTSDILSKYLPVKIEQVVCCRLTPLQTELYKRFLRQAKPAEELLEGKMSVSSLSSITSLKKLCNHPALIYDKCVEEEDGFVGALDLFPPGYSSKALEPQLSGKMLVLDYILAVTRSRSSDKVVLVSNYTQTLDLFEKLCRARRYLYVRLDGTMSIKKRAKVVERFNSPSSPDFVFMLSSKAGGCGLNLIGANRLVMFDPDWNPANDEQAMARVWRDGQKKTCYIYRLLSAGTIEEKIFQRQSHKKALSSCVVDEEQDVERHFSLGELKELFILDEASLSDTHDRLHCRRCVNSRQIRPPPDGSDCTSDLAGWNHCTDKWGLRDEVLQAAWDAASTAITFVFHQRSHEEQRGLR
esBAF inh: blocks esBAF chromatin remodeling in mouse ES cells; Bmi1-luciferase knock-in reporter, 24 h; 100% = twice the neutral-well signal; reporter increase, % at 12.5 µM; 350,000 compounds, 2% hits; in the data active = activation above about 40%;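 also: 0% = median of the plate's neutral control wells and 100% = double that signal; a rise in the Bmi1 reporter signal indicates esBAF inhibition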
INS-1E GSIS act: primary screen for activators of insulin secretion dependent on glucose, INS-1E cells, GLuc reporter luminescence; 370,000 compounds, 0.61% hits; INS-1E GLuc reporter insulin secretion, 2-3 h; activation, % at 16.6 µM;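 active = lowest replicate activation of at least 40%, so every replicate reaches that level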;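 also: 0% = median of neutral control wells and 100% = median of IBMX positive control wells; some compounds called inactive have numbers as strong as hits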
ERAP1 HTS inh: blocks human ERAP1 aminopeptidase activity. Q9NZ08. recombinant ERAP1, Leu-AMC fluorescence, 60 min. inhibition, % at 10.7 µM. 340,000 compounds, 0.15% hits;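 active = mean replicate inhibition of at least 30%, or all replicates individually reaching that 30% level; inactive = mean below 30% and not every replicate reaching it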;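 also: 0% = neutral control wells and 100% = L-leucinethiol positive control wells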
RAD52 anneal inh: inhibitors of human RAD52 DNA annealing. P43351. recombinant RAD52 DNA annealing, FRET fluorescence. inhibition, % at 18.7 µM. 360,000 compounds, 0.46% hits;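 active = every replicate showing at least 50% inhibition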
Numbers without * were called inactive; · = not tested or not shown; & = joins results of further samples.

SMILES	ARNT-TACC3 inh	XiGFP reactiv	F508del corr	RAD54 inh	esBAF inh	INS-1E GSIS act	ERAP1 HTS inh	RAD52 anneal inh
CCCCCCCCCCn1c2c(c(=N)c3c1CCC3)CCC2	-2	·	·	36	-50	339*	·	·
Cc1nc2c(OCc3ccc(F)cc3)cccn2c1N(C)C(=O)CCC1CCCC1	·	0.1	2.2	-7	8	-7	-1	-42
O=c1c(O[C@H]2O[C@@H](CO)[C@H](O)[C@@H](O)[C@@H]2O)c(-c2ccc(O)cc2)oc2cc(O)cc(O)c12	-1	0.0	1.1	11	0	-6	·	4
O=C(CSc1nnc(-c2ccco2)o1)Nc1ccccc1Cl	-1	-0.1	2.6	-2	14	4	-6	-22
c1ccc(-c2nn(-c3ccccc3)[n+](-c3ccccc3)n2)cc1	-1	0.2	-6.2	·	-29	-54	-8	-7
CN1CC(=O)N(CC(=O)Nc2ccc(OCc3ccccc3)cc2)C1=O	·	-0.1	1.4	11	13	4	0	-3
N#CC(C(=O)C12CC3CC(CC(C3)C1)C2)c1nc2ccccc2[nH]1 (stereo unspecified)	3	·	·	-2	9	-14	·	·
Clc1ccc(-c2csc(N/N=C/c3ccc4c(c3)OCO4)n2)cc1	-3	0.1	0.1	·	·	9	-4	-9
Cc1cc(C)nc(NC2=N[C@@H]3CCCC[C@H]3N2C(=O)Nc2cc(Cl)cc(Cl)c2)n1	0	0.4	0.5	·	·	11	-3	-3
Cc1ccc(C(=O)N2C(=S)C(c3ccc(F)cc3)=NC23CCN(C)CC3)cc1	0	0.0	·	-6	·	-4	3	-12
CN1C(=O)c2cc(NC(=O)C3CC3)ccc2OC[C@H]2O[C@@H](CC(=O)NCc3ccccc3F)CC[C@H]21	·	0.0	-2.5	·	·	-3	2	-8
CCc1nc(SCC(=O)N2CCC(C)CC2)c2c(=O)n(C)c(=O)n(C)c2n1	-1	0.3	1.6	11	-4	-19	3	-4
CN1C(=S)SC(C)(NO)C1(C)C (stereo unspecified)	16	·	1.2	-1	2	-6	-1	-7
COc1cc2[nH]c(=O)n(Cc3ccccc3Cl)c(=O)c2cc1OC	-6	·	·	-7	-1	-4	·	·
Cc1ccc(-c2ccc3c(c2)O[C@@H](CN(C)C(=O)Nc2ccccc2)[C@@H](C)CN([C@@H](C)CO)S3(=O)=O)cc1	8	-0.9	0.2	12	1	-33	·	-10
CCC(C)NC(=S)Nc1ccc(F)cc1 (stereo unspecified)	0	0.1	3.0	-9	10	16	0	3
O=C(c1ccc2c(c1)OCO2)N1C[C@@H]2[C@H](c3ccccc31)[C@@H](CO)N2Cc1cccnc1	-1	-0.1	1.0	3	-2	-1	-2	-9
COc1nc(Nc2ccc([N+](=O)[O-])cc2)nc(NC2CCCCC2)n1	·	0.0	·	1	6	-23	-2	-9
Cc1ccc(S(=O)(=O)N[C@H]2C=C[C@@H](CC(=O)NCCCN(C)C)O[C@@H]2CO)cc1	5	0.4	-0.9	4	1	-12	-3	-12
COc1ccc(CNC(=O)C2Cc3c(-c4ccc5c(c4)OCO5)ccnc3O2)cc1OC (stereo unspecified)	·	0.0	2.7	3	2	20	-3	-8
C[C@@H]1CN([C@H](C)CO)C(=O)c2c(c3ccccc3n2C)-c2ccccc2CO[C@@H]1CN(C)C(=O)Nc1ccc(F)cc1	-1	-0.6	-0.2	7	8	-21	0	19
O=C(CSCc1ccc(Br)cc1)Nc1ccccc1C(=O)N1CCOCC1	-5	0.3	3.0	-19	-2	-5	4	3
CCOC(=O)C1CCN(C(=O)COC(=O)c2nn(C)c(=O)c3ccccc23)CC1	-4	0.0	-4.2	-7	-3	18	1	-9
C[C@H](CO)N1C[C@H](C)[C@@H](CN(C)Cc2ccc(F)cc2)Oc2ncc(Br)cc2C1=O	-6	0.2&0.0	-5.6&3.2	-2&-3	-5&1	-2&9	2&5	-6&11
CCn1c(C)cc(O)c(C(=O)Nc2cccc(Cl)c2)c1=O	-7	0.1	0.0	-2	-10	-3	1	-1
CN(C)c1ccc(N2[C@@H](CC(=O)O)c3cc(C(F)(F)F)ccc3S2(=O)=O)cc1	-2	-0.1	-2.0	-1	-2	-8	3	-9
O=C(Nc1ccc(Cl)cc1)c1cc2nc(C3CC3)cc(C(F)(F)F)n2n1	1	·	·	2	6	40	·	·
Clc1ccc(-c2cn(-c3nc4ccccc4s3)nn2)cc1	·	0.3	0.7	·	·	0	1	-10
Cc1[nH]oc(=O)c1N=Nc1ccc2[nH]c(=O)[nH]c2c1	-5	0.2	-0.8	4	·	1	-8	0
O=C(CC(=O)N/N=C/c1c(F)cccc1Cl)NCc1ccccc1	·	0.0	1.4	·	·	1	-1	-2
CCOC(=O)/C(N=Nc1ccc(Cl)cc1)=C(/O)c1ccc([N+](=O)[O-])cc1	-4	·	·	-1	5	29	·	·
CCN(C(=O)COC(=O)c1ccc([N+](=O)[O-])o1)c1cccc2ccccc12	3	0.2	-15	2	0	-15	-3	-12
Nc1cc(-c2ccc(Cl)cc2)nn1S(=O)(=O)c1cccc2nsnc12	·	0.4	2.4	2	-11	·	-7	-10
CC1(C)C/C(=N\NC(=S)Nc2ccccc2F)c2cc(O)ccc2O1	10	0.0	-4.7	·	·	-2	1	-2
O=C(Nc1ccccc1F)N1C[C@@H]2[C@H](c3ccccc31)[C@@H](CO)N2C(=O)Cc1cccnc1	-3	-0.1	-2.7	3	26	14	·	·
CCc1ccc(CN(C)Cc2c(C(=O)N3CCOCC3)nc3c(C)cccn23)nc1	·	-0.1	1.5	-9	2	13	-5	15
C[C@@H]1NC(=O)[C@@]2(C)[C@@H](c3ccccc3)[C@H]3COc4ccc(Cl)cc4[C@@H]3N2C1=O	0	0.3	3.2	5	-5	3	-4	-3
CN(Cc1cn(-c2ccccc2)nc1-c1ccc2c(c1)OCO2)Cc1nccn1C	20	0.0	-0.8	-9	-6	13	0	-9
CCO[C@@H]1OC(C(=O)NCc2nc3ccccc3[nH]2)=C[C@H](c2ccc(C(F)(F)F)cc2)[C@H]1CCCO	-3	0.0	4.1	2	-5	·	-2	-18
CO[C@@H]1CN(C)C(=O)c2cc(NC(C)=O)ccc2OC[C@@H](C)N(C(=O)c2ccccn2)C[C@H]1C	·	0.3	4.4	-12	-2	4	·	·
COc1ccc(NC(=O)N(C)C[C@@H]2Oc3c(NS(=O)(=O)c4ccccc4)cccc3C(=O)N([C@H](C)CO)C[C@H]2C)cc1	·	0.0	-2.7	·	-3	4	·	·
Cc1ccc(NC(=O)CSCC(=O)Nc2cc(Cl)ccc2N2CCN(C)CC2)cc1	4	-0.1	2.2	·	·	-1	-5	18
CCCC#Cc1ccc([C@@H]2[C@@H](C#N)N(C(=O)C3CCC3)[C@H]2CO)cc1	-17	0.0	2.7	-12	-4	4	-1	-15
CCN(C(=O)CSc1ncccc1C(=O)Oc1cccc([N+](=O)[O-])c1)c1cccc(C)c1	5	0.0	·	-2	-10	·	-4	-7
CCC(=O)NC[C@@H]1[C@@H](c2ccc(C3=CCCC3)cc2)[C@H](CO)N1C(C)=O	-4	0.1	2.0	-3	-3	0	0	-13
C[C@@H]1CCCCO[C@@H](CN(C)C)[C@H](C)CN([C@H](C)CO)C(=O)c2cc(NC(=O)CCC(F)(F)F)ccc2O1	-2	0.0	-1.5	-4	-2	-9	3	-9
CCCC#Cc1ccc([C@@H]2[C@@H](CO)N(S(=O)(=O)c3cccc(F)c3)[C@H]2C#N)cc1	17	-0.1	-2.2	-11	3	-12	0	-92
Cc1ccc(OCC(=O)NNC(=O)CSc2nnc(-c3ccc(C)cc3)n2C)cc1	-4	0.2	·	-5	·	5	·	·
O=C(/C=C/c1cccs1)N1CCN(Cc2ccc3c(c2)OCO3)CC1	4	-0.1	·	·	·	0	7	-17
CN(C)C(=O)C[C@@H]1CC[C@H](NC(=O)Nc2cccc(F)c2)[C@H](CO)O1	-4	0.3	2.1	3	4	-6	3	-10

Some of these compounds in order of their number in ERAP1 HTS inh, rising.
SMILES	ARNT-TACC3 inh	F508del corr	esBAF inh	INS-1E GSIS act	ERAP1 HTS inh	RAD52 anneal inh
CCCC#Cc1ccc([C@@H]2[C@@H](C#N)N(C(=O)C3CCC3)[C@H]2CO)cc1	-17	2.7	-4	4	-1	-15
CN(Cc1cn(-c2ccccc2)nc1-c1ccc2c(c1)OCO2)Cc1nccn1C	20	-0.8	-6	13	0	-9
CCc1nc(SCC(=O)N2CCC(C)CC2)c2c(=O)n(C)c(=O)n(C)c2n1	-1	1.6	-4	-19	3	-4

New compounds follow
SMILES	ARNT-TACC3 inh	XiGFP reactiv	F508del corr	RAD54 inh	esBAF inh	INS-1E GSIS act	ERAP1 HTS inh	RAD52 anneal inh
CCN1CCN(c2oc(-c3ccco3)nc2C#N)CC1	·	0.3	-33	-12	3	0	-7	-2
CC(=O)c1ccc(C(=O)N2CCCC(CNC(=O)c3ccccc3Cl)C2)cc1 (stereo unspecified)	3	-0.1	-0.8	-12	7	-17	-3	-7
O=C(NC[C@@H]1[C@@H](c2ccccc2)[C@H](CO)N1Cc1ccccn1)C1CCC1	20	0.1	-2.8	1	1	-10	·	·
COc1ccc(NC(=O)COC(=O)CCc2cc(OC)c(OC)c(OC)c2)c([N+](=O)[O-])c1	-5	0.0	-1.2	-15	-4	6	-1	-8
COC(=O)[C@]1(Cc2ccccc2)N=C(c2ccc(OCCCO)cc2)O[C@@H]1c1ccccc1CN=[N+]=[N-]	8	·	0.8	1	·	·	-2	-51
CCC(C)C(NC(=O)C1CCC(=O)N1C(=O)OCc1ccccc1)C(=O)NC(Cc1ccccc1)C(N)=O (stereo unspecified)	·	-0.1	1.3	0	1	16	-5	-4
C[C@H](CO)N1C[C@H](C)[C@H](CN(C)CC2CCCCC2)Oc2ccc(NC(=O)Nc3ccc(F)cc3)cc2CC1=O	1	0.2	1.7	-2	-5	-22	3	7
O=[N+]([O-])c1cccc(OCC(O)CN2CCN(S(=O)(=O)c3cc(Cl)ccc3Cl)CC2)c1 (stereo unspecified)	-1	0.1	-0.8	3	1	-16	2	-15
CC(Sc1nc2cc([N+](=O)[O-])ccc2n1-c1ccc(F)cc1)C(=O)NCc1ccc2c(c1)OCO2 (stereo unspecified)	0	0.1	·	6	·	-25	·	·
CC(C)CC#Cc1cnc2c(c1)C(=O)N([C@@H](C)CO)C[C@@H](C)[C@H](CN(C)C(=O)c1cccnc1)O2	-2	0.0	-2.7	-8	9	17	-2	4
O=C(C[C@@H]1CC[C@H]2NC[C@H](O)COC[C@@H]2O1)Nc1nccs1	-8	0.2	-6.1	0	1	2	·	·
COc1ccc(S(=O)(=O)N[C@@H]2CC[C@@H](CC(=O)N3CCN(c4ccccc4)CC3)O[C@@H]2CO)cc1	-15	-0.4	0.2	4	3	5	1	-1
COc1ccc(C(=O)OCCc2sc[n+](CC(=O)c3ccccc3)c2C)cc1	4	0.0	-1.4	17	2	0	-5	73*
Cc1ccc(-c2onc(C)c2C)cc1S(=O)(=O)N1CCOc2ccccc21	-24	0.1	5.5	10	-9	0	-4	-6
Cc1cccc(C)c1NC(=O)CNC(=O)c1ccc(S(=O)(=O)NCc2ccco2)cc1	2	0.0	7.0	7	-5	-24	-4	-21
COc1ccc(CCN2C(=O)CS/C2=N/NC(=O)c2ccccc2F)cc1OC	·	0.0	·	-1	-8	18	-1	-3
CC(C)(C)NC(=O)C(c1ccccc1)n1c(-c2ccc(-c3ccccc3)cc2)nc2ccccc21 (stereo unspecified)	·	·	-0.5	·	·	3	1	-4
CN1C(=O)c2cc(NC(=O)C3CC3)ccc2OC[C@@H]2O[C@H](CC(=O)NCCN3CCCC3)CC[C@@H]21	-2	0.3	-1.6	-2	-2	9	5	7

Screens (PubChem BioAssay)
